Compound activity from PubChem.
HCV inhibitor: inhibitors of hepatitis C virus infection | Huh7.5.1 HCVcc-Cre infection, luciferase reporter, 44 h | Potency, µM (highest dose often 41.8 µM), without a hit: top-dose activity change, negative = inhibition, actives largely listed as inhibitors | AID 651820 | 340,000 compounds, 3.4% hits
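After 44 h co-culture of compound, cells and HCVcc-Cre (~0.5 moi), substrate is added for 15 min at room temperature and luciferase measured over 15 sec. Cells were seeded at 1,000/well and pre-cultured 4 h.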
Sm TGR block: inhibitors of Schistosoma mansoni thioredoxin glutathione reductase | Q962Y6 | purified TGR, DTNB reduction, TNB absorbance 405 nm | Potency, µM (doses to about 114 µM), for the others: top-dose activity change, negative = inhibition, hits mostly inhibitors | 360,000 compounds, 3% hits; further: nearly all actives have a fitted effect of over 60% in size
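First, TGR (20 nM dispensed) and NADPH were mixed with compound. Second, a 15 min room-temperature incubation followed. Third, further NADPH and then DTNB were added to start the reaction. Finally, TNB absorbance was monitored kinetically.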
Tb PYK inh: T. brucei pyruvate kinase inhibition | Q57TT1 | TbPYK enzyme, Kinase-Glo Plus ATP luminescence, 45 min | Potency, µM (highest dose often 76.8 µM), for inactives: at the highest dose activity, negative = inhibition, usual class: inhibitors | 410,000 compounds, 0.12% hits | AID 624173; further: nearly all actives have a fitted effect of over 50% in size
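Enzyme and substrate buffer are dispensed first and compound is pin-transferred. ADP at 130 uM final then starts the reaction, which runs 45 min at room temperature. Detection reagent is added for 10 min before luminescence is imaged.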
Pf growth 96h: P. falciparum growth inhibition at 96 hours; 320,000 compounds, 6.9% hits; AID 504834; Potency, µM (titrated, usually from 28.7 µM), for inactives: at the highest dose activity change, negative = inhibition, usual class: inhibitors; P. falciparum luciferase reporter growth, 96 h
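Erythrocytes infected with luciferase-expressing P. falciparum were dispensed at 2% hematocrit and 0.05% parasitemia (final), then incubated with compounds 96 hours at 37 C in 5% CO2. Luminescence after detection reagent addition reported growth.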
Pf growth 48h: P. falciparum growth inhibition at 48 hours (one generation). P. falciparum luciferase growth in erythrocytes, 48 h. Potency, µM (titrated, usually from 28.7 µM), for inactives: top-dose activity change, negative = inhibition, hits mostly inhibitors. 310,000 compounds, 5.9% hits. AID 504832
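Parasite viability was followed by luminescence of a genomically integrated firefly luciferase. Cultures held 0.1% parasitemia at 2% hematocrit (final), incubated under 5% CO2 at 37 C.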
LmPK inh: blocks Leishmania mexicana pyruvate kinase activity. 290,000 compounds, 0.37% hits. purified LmPK, Kinase-Glo ATP luminescence, 1 h. AID 1721. Potency, µM (titrated, usually from 57.5 µM), inactives show at the top dose activity change, negative = inhibition, most hits filed as inhibitors. Q27686
Target sequence (Q27686 whole entry, looked up): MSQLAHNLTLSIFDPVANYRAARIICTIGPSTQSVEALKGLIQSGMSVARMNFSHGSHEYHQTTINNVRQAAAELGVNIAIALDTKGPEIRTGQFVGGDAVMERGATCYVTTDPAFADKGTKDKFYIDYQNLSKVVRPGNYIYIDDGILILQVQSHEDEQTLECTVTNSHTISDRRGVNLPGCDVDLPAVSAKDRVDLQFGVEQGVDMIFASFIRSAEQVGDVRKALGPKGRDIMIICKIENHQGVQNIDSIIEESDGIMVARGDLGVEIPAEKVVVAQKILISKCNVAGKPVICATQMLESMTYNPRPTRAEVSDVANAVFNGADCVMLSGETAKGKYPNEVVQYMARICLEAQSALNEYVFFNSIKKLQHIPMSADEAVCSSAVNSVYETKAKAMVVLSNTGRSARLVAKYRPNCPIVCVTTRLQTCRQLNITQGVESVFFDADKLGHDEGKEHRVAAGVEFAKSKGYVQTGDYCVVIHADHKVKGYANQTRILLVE
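0.1 nM LmPK, 0.5 mM PEP, 0.1 mM ADP; 50 mM imidazole pH 7.2, 7 mM MgCl2, 50 mM KCl; 1 h RT. Kinase-Glo luminescence readout, normalized to no-enzyme (full inhibition) and uninhibited wells.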
Active calls of the source: *; ? = inconclusive; . = not tested or not shown; & = joins results of further samples; [ ] = remark or other dose. The call rests on the fitted dose curve; in most records, active means well fitted curve in the direction sought with a large enough effect; inconclusive means small, poorly fitted or top-dose-only effect, or another doubt; inactive means no such curve, though single readings can be large; an effect the other way counts as inactive or inconclusive. On the % scale 0 is the no-effect control and ±100 the full control effect; potency means the concentration at half of the fitted maximal effect.

SMILES | HCV inhibitor | Sm TGR block | Tb PYK inh | Pf growth 96h | Pf growth 48h | LmPK inh
CC(=O)Nc1sc(N/N=C\c2ccccc2)nc1-c1cccs1 | -2.4% | -30.3% | 6.8% | ? | ? | 0.4%
CC(C)(C)c1cc(OC(=O)c2ccncc2)ccc1O | -13.8% | -22.4% | -12.2% | ? | 2.1% | 1.6%
S=C(NCCC1=CCCCC1)NCc1ccco1 | -17.6% | -14.2% | 1.5% | 27.6% | 18.2% | 1.0%
COCCNC(=O)C(c1ccc(C)o1)N(C(=O)c1snc(C(N)=O)c1N)c1ccc(C)c(C)c1 (stereo unspecified) | -23.5%&-11.1% | ? | -4.2% | 3.4% | ? | 6.5%
CN(NC(=O)c1ccc(Cl)cc1)c1nc(-c2ccccc2)nnc1C(F)(F)F | -25.7% | 9.5% | 3.4% | 75.9%[activator] | 90.9%[activator] | 4.9%
Cc1nnc(NC(=O)C2CCCN(S(=O)(=O)Cc3ccccc3)C2)s1 (stereo unspecified) | 5.0% | 19.4% | 2.2% | 43.9%[activator] | ? | -2.9%
O=C(COC(=O)CNC(=O)c1ccc(Cl)cc1Cl)NCC1CCCO1 (stereo unspecified) | 4.6% | 8.9% | 0.7% | 19.8% | 34.3%[activator] | .
COC(=O)CC(CP(=O)(O)CN(C)C=O)C(=O)OC (stereo unspecified) | 7.1% | 2.1% | -10.2% | 10.4% | -0.1% | -1.4%
O=C1C=C(NCCNc2c(F)c(F)c(CO)c(F)c2F)CCC1 | 15.0% | -0.6% | -7.5% | -0.9%[5.75 µM] | 3.2% | -5.0%
c1ccc(N2CCN(c3nc(NCc4ccco4)c4ccccc4n3)CC2)cc1 | 1µM* | -28.1% | 1.6% | 2.33µM* | 2.33µM* | -2.5%
O=C(Nc1ccc(O)cc1)c1ccc(NC(=O)C2CCCO2)cc1 (stereo unspecified) | 2.1% | -5.5% | -11.7% | ? | 20.5% | -1.3%
CCOC(=O)C(/C=C(\C#N)C(=O)OCC)=C(/N)N1CCN(c2ccc(OC)cc2)CC1 | 2.3% | -14.5% | 7.3% | -28.4% | -23.1% | 1.8%
c1ccc(-c2cnnc(N3CCOCC3)n2)cc1 | -19.6% | 3.1% | -6.7% | -14.5% | 32.6%[activator] | -6.2%
Cc1ccnc(-n2c(CCN3C(=O)c4ccccc4C3=O)nc3ccccc3c2=O)c1 | 1.0% | 9.1% | 3.6% | 3.1% | 12.3% | -1.2%
CCCCNC(=S)N/N=C/c1ccc(OCC(=O)Nc2c(C)cc(C)cc2C)c(OC)c1 | -8.7% | 14.4% | -6.1% | 28.8% | -2.1% | -0.6%
Cc1cc(OCC(=O)Nn2cnnc2)ccc1Br | 3.3% | 7.6% | 0.8% | . | 9.1% | -1.7%
Cc1ncoc1C(=O)N1CCc2c([nH]c3ccccc23)C1C1CCCCC1 (stereo unspecified) | 16.1% | -20.2% | -4.9% | ? | 14.7µM* | -1.6%
OC(COc1ccc(F)cc1Cl)CN1CCc2ccccc2C1 (stereo unspecified) | 9.9% | 9.5% | -2.9% | 5.5% | -0.4% | 10.1%
Cc1cc(C)cc(Oc2coc3cc(OC(=O)c4cccs4)ccc3c2=O)c1 | 23.3% | -19.7% | 1.9% | 5.3% | 0.0% | -1.2%
C/C(=N\NC(=O)C1CC1)c1ccc(C)c(C)c1 | 8.0% | -1.1% | 1.6% | -26.2% | ? | -2.8%
Cc1nnc(SCC(=O)NC2CCCCC2)s1 | 0.7% | 0.2% | 4.6% | 195.8%[activator] | 29.8% | -2.1%
CSc1ccc(Cl)c(C(=O)NC2CCCC2)c1 | 4.6% | ? | 0.5% | -0.9% | 6.0% | 0.5%
Cc1ccnc(NC(=O)CCc2c(C)nc3ncnn3c2C)c1 | 13.3% | -24.5% | 5.9% | 0.0% | 2.9% | -5.9%
O=[N+]([O-])c1ccc(CN2CCN(c3ccc(Cl)cc3)CC2)o1 | 4.0% | ? | -1.6% | -25.2% | 2.7% | 1.1%
CC(=O)c1cccc(NC(=O)/C=C/c2ccc([N+](=O)[O-])s2)c1 | ? | 4.3% | -4.2% | ? | -5.6% | -3.7%

Two successive records out of the list so far, for reference:
SMILES | HCV inhibitor | Sm TGR block | Tb PYK inh | Pf growth 96h | Pf growth 48h | LmPK inh
CC(=O)Nc1sc(N/N=C\c2ccccc2)nc1-c1cccs1 | -2.4% | -30.3% | 6.8% | ? | ? | 0.4%
CC(C)(C)c1cc(OC(=O)c2ccncc2)ccc1O | -13.8% | -22.4% | -12.2% | ? | 2.1% | 1.6%

The listing continues.
SMILES | HCV inhibitor | Sm TGR block | Tb PYK inh | Pf growth 96h | Pf growth 48h | LmPK inh
COc1ccc(C2NC(=O)C(=O)/C2=C(\O)c2ccc(Cl)cc2)cc1OC (stereo unspecified) | 4.6% | ? | 0.2% | -2.4% | 3.7%[0.00184 µM] | 10.2%
COc1ccc(-c2cc(C)no2)cc1S(=O)(=O)Nc1cccc(CN2CCCC2)c1 | -17.8% | -7.3% | 6.0% | -9.7% | 14.7µM* | 3.4%
O=C(Nc1cc(C(F)(F)F)ccc1Cl)c1cc2nc3c(c(C(F)(F)F)n2n1)CCCC3 | ? | -14.7% | 4.5% | ? | . | -0.6%
O=[N+]([O-])c1ccc(N2CCN(CCO)CC2)cc1Sc1nc2ccccc2[nH]1 | -6.4% | 0.5% | -1.8% | ? | ? | -2.5%
CSc1cccc(NC(=S)N(CCCN2CCCC(C)C2)Cc2cccs2)c1 (stereo unspecified) | ? | 2.7% | -2.6% | 39.4%[activator] | ? | -2.1%
CC#CCCCC(=O)Nc1ccc(C(=O)O)cc1 | 4.9% | -21.6% | -13.4% | ? | 2.8% | -5.6%
CCCCN(C)C(=O)Cn1nc(Cc2ccncc2)c2ccccc2c1=O | 27.0% | -9.6% | -9.8% | 41.5%[activator] | 16.3% | 0.9%
CCOC(=O)c1c(-c2ccc(C)o2)csc1NC(=S)NC(=O)c1ccccc1Br | ? | ? | -5.8% | 7.38µM* | 13.1µM* | 0.7%
COc1cc(C(=O)NCCSc2ccc(Br)cc2)cc(OC)c1OC | ? | 4.0% | 1.9% | 1.8% | ? | 5.5%
CCOC(=O)c1c(NC(=O)CSc2nnc(-c3c[nH]c4ccccc34)n2CC)sc2c1CCCC2 | ? | -9.9% | -2.5% | 11.7µM* | ? | 1.5%
Cc1cccc(NC(=O)C2CCN(C(=O)c3ccc(Cl)cc3)CC2)n1 | -1.0% | 0.4% | -4.7% | 6.9% | ? | .
Cc1cc(Cl)ccc1C(=O)C1CCCN(C(=O)c2cccc(N3CCCC3=O)c2)C1 (stereo unspecified) | -5.5% | 3.4% | -7.8% | 18.4% | ? | 4.4%
CSc1ccc(C(=O)C2CCCN(C(=O)c3cc(C)n(C)n3)C2)cc1 (stereo unspecified) | -12.4% | 2.8% | 0.0% | ? | -13.9% | -6.1%
CCOC(=O)c1ccc(NC(=O)COc2ccccc2CNCCc2ccccc2)cc1 | ? | 1.6% | -3.2% | ? | ? | 4.1%
COc1ccc(SCCc2nnc(-c3ccccc3)o2)cc1 | -4.6% | 7.5% | 1.0% | 4.9% | 9.0% | 9.9%
O=C(O)c1cccc(CSc2nnc(-c3ccc(Cl)cc3)o2)c1 | 15.0% | -1.4% | 4.7% | ? | -13.6% | -2.3%
Cc1ccc2nc(C3CCCN3Cc3nc(CCC(C)C)no3)[nH]c2c1 (stereo unspecified) | -21.1% | -12.9% | 0.3% | -3.7% | ? | 2.0%
Cc1nnc(Sc2cc(C(=O)NCc3ccco3)c3ccccc3n2)s1 | -19.4% | ? | 2.2% | . | ? | 1.7%
CC(=O)c1ccc(Sc2nnnn2-c2ccccc2)c([N+](=O)[O-])c1 | ? | 35.5µM* | 0.7% | 0.0% | -23.6% | 0.9%
Cc1cc(Cl)ccc1NC(=O)Cn1cncn1 | 15.2% | 9.5% | -0.3% | 23.7% | 30.6%[activator] | -0.9%
COCC(C)n1c(SC(C)C(=O)NC2CCCCC2C)nc2ccccc2c1=O (stereo unspecified) | 12.2% | -0.4% | -10.8% | ? | ? | 0.1%
CC(c1ccco1)N(C(=O)Nc1ccccc1)C1CCCCC1 (stereo unspecified) | -16.5% | -1.0% | -1.9% | . | 5.1% | 1.8%
OC(CN1CCN(c2cccc(C(F)(F)F)c2)CC1)c1c[nH]c2ccccc12 (stereo unspecified) | -11.0% | -9.6% | 3.8% | ? | ? | 0.4%
CSc1ccccc1NC(=S)Nc1ccccc1C(F)(F)F | 12.9% | ? | -1.7% | . | -2.3% | 6.3%
Cc1ccc(S(=O)(=O)N2CCCC(C(=O)NCc3ccccc3F)C2)cc1 (stereo unspecified) | 4.0% | 5.9% | 6.3% | 8.8% | -4.1% | -1.5%

Compound profiles, from the list above. Values in the order: HCV inhibitor	Sm TGR block	Tb PYK inh	Pf growth 96h	Pf growth 48h	LmPK inh
Shown for COCC(C)n1c(SC(C)C(=O)NC2CCCCC2C)nc2ccccc2c1=O (stereo unspecified) = 12.2%	-0.4%	-10.8%	?	?	0.1%
Shown for CSc1ccc(C(=O)C2CCCN(C(=O)c3cc(C)n(C)n3)C2)cc1 (stereo unspecified) = -12.4%	2.8%	0.0%	?	-13.9%	-6.1%
Shown for Cc1cc(Cl)ccc1C(=O)C1CCCN(C(=O)c2cccc(N3CCCC3=O)c2)C1 (stereo unspecified) = -5.5%	3.4%	-7.8%	18.4%	?	4.4%
Shown for CCOC(=O)c1c(NC(=O)CSc2nnc(-c3c[nH]c4ccccc34)n2CC)sc2c1CCCC2 = ?	-9.9%	-2.5%	11.7µM*	?	1.5%

Additional structures follow.
SMILES | HCV inhibitor | Sm TGR block | Tb PYK inh | Pf growth 96h | Pf growth 48h | LmPK inh
O=C(NC(=O)c1c(F)cccc1F)Nc1cc(Cl)c(OC(F)(F)C(F)C(F)(F)F)cc1Cl (stereo unspecified) | . | . | 0.6% | ? | ? | .
COc1ccc(-c2c(C)nn3c(C)cc(C)nc23)cc1 | 11.2µM* | 3.2% | -3.4% | 50.3%[activator] | -0.1% | -0.2%
O=C1NC(=O)N(Cc2ccccc2)C(=O)/C1=C\N1CCCc2ccccc21 | ? | ? | -3.7% | 70.2%[activator] | 18.6% | 1.1%
Cc1cc(C(=O)N/N=C/c2cn(C)nc2C)c2ccccc2n1 | 7.9% | 8.1% | 4.2% | 16.6% | -0.4% | 3.6%
COc1ccc(C2SCC(=O)N2CCc2ccc(OC)c(OC)c2)cc1 (stereo unspecified) | 11.2µM* | 4.1% | -2.2% | 22.8% | ? | 5.0%
COc1ccc(CC(=O)N2CCc3cc(OC)c(OC)cc3C2O)cc1OC (stereo unspecified) | 10.7% | 6.5% | 2.0% | ? | -2.0% | -2.3%
O=C(CN1CCN(CC(=O)Nc2ccc(Cl)cc2)CC1)Nc1ccc(F)cc1 | -7.8% | 2.4% | -4.5% | 30.2%[activator] | ? | -6.4%
CCn1c(CCn2c3ccccc3c3ccccc32)n[nH]c1=S | 1.1% | 0.0% | ? | ? | ? | -17.7%
CCc1ncc(C(O)c2cccc3ccccc23)n1C (stereo unspecified) | 8.0% | 0.0% | -0.5% | -39.1% | 13.0% | -1.0%
COc1ccc(-c2ccc3ccccc3n2)cc1OC | ? | 2.2% | -0.9% | 158.8%[activator] | 56.0%[activator] | -14.5%
Cc1ccc(S(=O)(=O)N2CCOCC2)cc1NC(=O)COC(=O)c1n[nH]c(=O)c2ccccc12 | 2.5% | 0.9% | -3.2% | 14.6% | 3.4% | 5.3%
CCCCN1C2=NCCCN2c2ccccc21 | 13.0% | -1.7% | 2.7% | 10.4µM* | ? | 1.6%
COc1ccccc1Nc1nc2c(s1)CCC2 | -11.9% | ? | -14.5% | ? | ? | -4.1%
CCCCCNCc1cccn1C | 21.1% | 27.4% | 8.4% | . | -0.8% | -3.6%
Cc1cccc(/C=N/NC(=O)c2ccncc2)n1 | 3.6% | 12.3% | 1.3% | 97.0%[activator] | -1.4% | -1.4%

Compounds were not picked by outcome; 16% or so of the library scored in one or more.
